# Compound activity deposited in PubChem BioAssay by several laboratories.
# Rin1-Abl PPI inh: human Rin1-Abl interaction inhibition; inhibition, % at 7.35 µM; P00519+Q13671; TR-FRET Rin1/Abl binding, biochemical; AID 588664; 360,000 compounds, 0.4% hits; in the data active means inhibition above about 5%, passing the limit was not always enough
# FAS-TE inh: blocks the thioesterase domain of human fatty acid synthase | P49327 | recombinant FAS-TE, OMFH fluorogenic substrate, fluorescence endpoint | inhibition, % at 15 µM | 360,000 compounds, 0.67% hits | AID 602261;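 active means compounds whose normalised, plate-corrected inhibition of enzyme fluorescence in the single-dose primary screen is 50% or more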;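 further: 0% = DMSO with enzyme and 100% = substrate without enzyme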
# NRP1-CendR mod: NRP-1/CendR interaction modulation; 360,000 compounds, 0.85% hits; O14786; inhibition, % at 25 µM; AID 602438; FAM-RPARPAR peptide binding to NRP-1, fluorescence polarization;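 active means inhibition or corrected inhibition above about 18%, plus a signal ratio from 0.5 to 1.5, limit read from the data, passing the limit was not always enough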; further: strong numbers were not always called active
# MLLE-PAM2 inh: inhibitors of microRNA-mediated deadenylation, human PABP1 MLLE binding | 360,000 compounds, 0.36% hits | P11940 | GST-MLLE / FITC-PAM2 fluorescence polarization | inhibition, % at 20 µM; in the data active means inhibition above about 35%, passing the limit was not always enough;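 further: plate controls were DMSO wells with GST-MLLE for no effect and wells lacking GST-MLLE protein for full effect; some results filed as inactive read as strong as hits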
# Target sequence (P11940 whole entry, looked up): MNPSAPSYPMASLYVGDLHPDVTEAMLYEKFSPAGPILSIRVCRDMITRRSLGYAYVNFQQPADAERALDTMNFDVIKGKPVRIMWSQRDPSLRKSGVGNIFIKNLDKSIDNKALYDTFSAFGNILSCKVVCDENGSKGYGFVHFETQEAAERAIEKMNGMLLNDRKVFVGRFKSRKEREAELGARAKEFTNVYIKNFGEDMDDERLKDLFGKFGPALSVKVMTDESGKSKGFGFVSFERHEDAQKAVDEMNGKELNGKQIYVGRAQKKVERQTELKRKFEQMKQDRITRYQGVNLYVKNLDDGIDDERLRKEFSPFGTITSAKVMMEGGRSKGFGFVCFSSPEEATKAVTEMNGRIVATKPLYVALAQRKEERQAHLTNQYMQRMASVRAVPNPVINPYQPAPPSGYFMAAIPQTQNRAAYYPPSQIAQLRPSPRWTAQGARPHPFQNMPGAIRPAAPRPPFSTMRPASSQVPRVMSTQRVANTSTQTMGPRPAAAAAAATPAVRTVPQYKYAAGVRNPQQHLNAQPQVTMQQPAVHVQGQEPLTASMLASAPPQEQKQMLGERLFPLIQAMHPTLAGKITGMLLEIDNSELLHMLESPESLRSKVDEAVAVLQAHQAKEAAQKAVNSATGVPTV
# E coli Lon inh: E. coli protease La inhibition. P0A9M0. purified E. coli Lon protease, fluorescence polarization. inhibition, % at 7.94 µM. 360,000 compounds, 0.42% hits. AID 602123; in the data active means inhibition above about 13%, passing the limit was not always enough;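 further: 0% = enzyme with probe and DMSO and 100% = no enzyme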
# Neddyl block: cullin neddylation inhibition; P61081+Q13564; TR-FRET cullin neddylation, biochemical; calls only at 25 µM; 360,000 compounds, 0.58% hits; in the data active means inhibition above about 36%
# MT1-MMP act inh: MT1-MMP (human) activation inhibition; P50281; HT1080 RFP-PRO-GFP cells, GFP/RFP ratio fluorescence, overnight; percent of plate control window, DMSO zero; GFP/RFP ratio change, % at 20 µM; 360,000 compounds, 0.061% hits; AID 651647;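 active means GFP/RFP ratio change of at least 30% with cell ATP level not reduced by more than half and red fluorescence within 50% of control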; further: strong numbers were not always called active
#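 Assay system – RFP-PRO-GFP reporter HT1080 cells · Compound dosing – single dose of 20 µM compound, 1% DMSO final · Incubation – overnight compound exposure at 37 °C · Measure – GFP/RFP fluorescence ratio · Benchmarks – DMSO wells and RFP-L50D-GFP cells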
# SKN-1 inh: inhibitors of C. elegans SKN-1. C. elegans VP596 Pgst-4::GFP/RFP ratio, acrylamide-induced, 24 h. inhibition, % at 21.8 µM. 360,000 compounds, 0.49% hits. AID 624304;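 active means interference check ratio from 0.5 to 1.5 plus GFP to RFP signal ratio inhibition reaching or exceeding a fixed threshold, cut at about 30% in these data, passing the limit was not always enough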; further: some compounds called inactive have numbers as strong as hits
# MsrA act: activates bovine MsrA enzyme. purified bovine MsrA, absorbance read-out. 360,000 compounds, 0.3% hits. activation, % at 10.6 µM; in the data active means activation above about 7.5%;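 further: 0% = vehicle and 100% = reference activator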
# An asterisk follows results filed as active; i = inactive; . = no result given; + = active, no number.
compound	E coli Lon inh	SKN-1 inh	MLLE-PAM2 inh	NRP1-CendR mod	Rin1-Abl PPI inh	MsrA act	Neddyl block	MT1-MMP act inh	FAS-TE inh
COc1ccc(OC)c(NC(=O)C(=O)NNC(=O)C23CC4CC(CC(C4)C2)C3)c1	3.5	-10.3	-6.4	-0.1	0.2	-2.6	i	5.7	0.3
COc1ccc(C(=O)NCC(=O)N2CCC3(CC2)NCCc2[nH]cnc23)cc1	8.8	-9.8	-10.0	2.7	-2.8	-10.3	i	-4.0	-4.6
C[C@H](CO)N1C[C@H](C)[C@@H](CN(C)S(=O)(=O)c2cccs2)Oc2ccc(NC(=O)Cc3ccccc3)cc2C1=O	-2.8	-2.1	1.1	-7.7	1.9	-2.8	i	0.3	-7.6
Cc1cc(C(=O)NCCCn2ccnc2)sc1-c1ccccc1	-2.1	1.9	-49.9	-3.8	-2.7	-8.6	i	2.3	-15.7
O=C(OCCN1CCN(c2ncc(C(F)(F)F)cc2Cl)CC1)c1ccc(Cl)cc1	5.9	11.8	-17.0	14.9	-0.9	2.6	i	2.1	26.8
CC(C)c1cccc(-c2ccc3c(c2)S(=O)(=O)c2cccc(C(=O)NC4CCCC4)c2C3=O)c1	1.9	3.6	2.9	-4.8	-2.7	-10.1	i	-0.7	-13.9
O=C(N/N=C/CCc1ccccc1)c1ccc(CN2c3cccc4cccc(c34)S2(=O)=O)cc1	-1.8	-8.0	-7.1	10.3	-0.7	-8.4	.	1.9	6.9
CCOc1cc(C2C(C(C)=O)=C(C)Nc3ncnn32)ccc1O (configuration not stated)	-8.4	-2.1	5.8	11.7	-1.1	-1.4	i	2.7	-3.7
COc1cccc(C2=NOC(C(=O)Nc3cccnc3)C2)c1 (configuration not stated)	-2.2	6.2	-11.0	-2.3	-1.5	-3.5	i	15.4	-6.7
CCOC(=O)CC(/C(C)=N\O)c1ccccc1 (configuration not stated)	-4.1	-6.5	-2.1	-0.2	-1.3	-1.2	i	3.7	-7.2
CCOc1ccc(CCNC(=O)COC(=O)c2nccnc2N)cc1OCC	0.0	0.6	-25.6	-9.6	0.2	-1.9	i	-0.4	-7.0
O=C(CN1CCOCC1)Nc1nc(-c2ccc3c(c2)CCN3S(=O)(=O)c2ccccc2)cs1	7.9	6.9	2.4	-5.5	1.1	-1.1	i	-7.8	21.0
CCOc1ccccc1C(=O)NCCNC(=O)c1ccccc1OCC	-2.2	-7.0	0.6	15.6	-2.7	-1.1	i	2.1	-5.2
Cc1cc2nc(CCl)cc(=O)n2[nH]1	4.5	14.9	5.8	-4.5	-1.1	-2.3	i	0.4	-4.1
CCOC(=O)C1=CN(Cc2cccc(F)c2)S(=O)(=O)N(CC)C1c1ccc(C(F)(F)F)cc1 (configuration not stated)	2.4	-9.4	-13.8	7.0	-0.5	0.4	i	-18.1	23.0
CN(C(=O)Nc1cnccc1C(F)(F)F)C1CCCCC1	-2.6	3.8	11.8	2.5	-0.7	-2.2	i	-2.2	-5.7
O=C(Nc1ccccc1)c1ccc(S(=O)(=O)NCc2cccnc2)cc1	6.8	10.9	19.5	-3.9	0.3	-0.7	i	2.2	-5.2
Cc1ccc(Cl)cc1NC(=O)COC(=O)c1ccccc1O	-3.9	2.9	-1.8	-1.1	3.0	-1.5	i	0.4	-6.8
CC(C)C(C)N(Cc1ccc(C(=O)O)cc1)C(=O)c1ccc2ccccc2n1 (configuration not stated)	-3.5	23.8	-11.9	-0.8	-1.7	-3.3	i	-2.6	-4.5
COc1cc(/C=C/C(=O)OCC(=O)N(CC(C)C)c2c(N)n(Cc3ccccc3)c(=O)[nH]c2=O)ccc1O	-3.8	-1.7	3.2	15.7	0.4	-2.2	i	-4.5	-2.2
Cc1ccc(S(=O)(=O)Nc2ccc3nc(C)oc3c2)cc1	5.8	-7.3	5.0	3.9	7.9	-7.9	i	-3.2	-2.0
Cc1cc(C)c(-c2noc(C(=O)OC(C)(C)C)c2C(=O)OC(C)(C)C)c(C)c1	10.7	7.0	10.8	-0.5	3.1	2.6	i	-2.4	21.9
Cc1ccc(S(=O)(=O)N(C)c2ccc(OCC(=O)Nc3nc(-c4ccccc4)cs3)cc2)cc1	-18.4	10.0	6.5	-18.7	-1.2	-4.6	i	-4.0	40.2
Cc1ccc(/C(N)=N/OC(=O)CCC2CCCC2)cc1	7.6	8.2	7.7	3.9	3.5	-8.6	i	2.1	4.9
COc1ccc(C(C(=O)NCC2CCCO2)N(C(=O)c2snc(C(N)=O)c2N)c2ccccc2)cc1OC (configuration not stated)	-3.2	10.0	0.8	9.9	0.4	-3.5	+	-0.5	-4.8
COc1ccc(N/N=C(\C#N)C(=N)SCc2ccccc2)cc1	-1.8	-3.4	38.0	2.2	3.1	-2.4	i	-1.6	15.8
Nc1nonc1-c1noc(CCCCCN2C(=O)c3ccccc3C2=O)n1	0.4	-2.5	1.8	12.5	4.3	-9.3	i	8.8	12.7
COc1ccc(N(CC(=O)Nc2c(C)n(C)n(-c3ccccc3)c2=O)S(=O)(=O)c2ccccc2)cc1OC	7.7	-0.8	21.2	-1.6	-1.5	-3.1	i	0.0	-12.1
COC(=O)c1cc(S(=O)(=O)NCCc2sccc2C)c[nH]1	2.1	-15.3	28.4	5.1	-0.6	-3.4	i	1.3	-2.3
O=C1CCN(S(=O)(=O)c2ccccc2)CCN1CCOCc1cccc(F)c1	-3.6	4.5	20.6	3.7	2.8	0.8	i	-2.0	-7.1
O=C(N/N=C/c1ccco1)/C(=C/c1cccc([N+](=O)[O-])c1)NC(=O)c1ccccc1	3.2	5.9	2.2	-27.9	-2.8	-3.1	i	0.6	47.8
O=C(NCc1ccccn1)C1CCN(S(=O)(=O)N2CCCCC2)CC1	-3.9	8.4	-0.6	5.2	3.4	-3.3	i	-3.1	-11.1
CCOC(=O)CCCn1ccc2cc(S(=O)(=O)N3CCCC3)ccc21	1.0	-1.5	2.1	-3.5	1.0	-0.5	i	5.2	-0.3
O=C(N/N=C/c1cc([N+](=O)[O-])ccc1Cl)c1cnccn1	-5.5	6.0	-1.8	10.8	-0.2	-3.5	i	8.4	2.2
CC(C)(C)NC(=O)CSc1nnc(CN2CCCCCC2=O)n1-c1ccccn1	-5.9	-26.6	-12.7	-8.6	7.2	-15.2	i	0.7	-9.2
COc1ccc(CCN2C(=O)c3ccccc3NC2c2cc(Cl)c(O)c(OC)c2)cc1 (configuration not stated)	-3.9	-7.8	8.2	2.0	0.7	-3.4	.	-7.0	5.5
Cc1cc(C)c(NC(=O)c2cc3c(nc4sccn43)s2)c(C)c1	-4.6	5.4	-63.1	3.2	-0.1	-5.8	i	-0.1	19.7
CC(=O)CC(=O)Nc1cccc2c1CCCC2	-1.0	0.4	-2.6	3.6	1.6	-13.5	i	7.7	-6.6
CC(=O)NC(CCCNC(=S)NC1CCCCC1)C(=O)O (configuration not stated)	5.8	10.1	-6.7	13.2	2.6	-1.3	i	1.3	-3.1
CSCC[C@H](NC(=O)N1CCn2c1nc1ccccc12)C(=O)N[C@@H](C(=O)O)c1ccccc1	-9.0	-5.7	3.6	-17.4	4.8	-8.8	i	0.4	-2.1
CCOc1ccc(C(=O)CSc2nnc3ccccn23)cc1	-0.5	2.8	-14.5	14.7	-2.3	2.6	i	-1.3	-7.5
COc1ccc(S(=O)(=O)Nc2ccccc2OC)cc1NC(=O)Cc1cccs1	-6.8	5.3	-0.8	3.6	0.1	-3.1	i	-2.2	4.0
O=C(NCc1ccccc1)C1=C[C@H](C2CC2)C[C@H](OCc2ccc(CO)cc2)O1	9.6	21.8	10.3	11.0	2.1	-0.9	i	1.7	2.3
COc1cc(CCC(=O)Nc2c(C(=O)N3CCN(c4ccccc4)CC3)oc3ccccc23)on1	-5.7	7.8	-13.7	8.9	2.9	-2.0	i	-4.9	12.1
CCOC(=O)C1=CC[C@@H](c2ccccc2Cl)N(S(=O)(=O)c2ccc(C)cc2)[C@H]1C(=O)OCC	-3.8	-5.4	3.4	2.8	1.8	0.0	i	-5.4	27.2
CCN(CC)C(=O)c1[nH]cnc1C(=O)Nc1cccc(C)c1	1.0	18.0	18.1	26.6*	-2.3	-4.1	i	1.5	-7.6
O/N=C/c1cc(Cl)ccc1OCc1ccccc1Cl	-2.4	27.7	4.5	-7.1	0.5	-1.8	i	5.1	-14.7
Cc1ccc(N2CCN(C(C(=O)Nc3c(C)cccc3C)c3cc4ccccc4o3)CC2)cc1 (configuration not stated)	.	-6.1	.	2.2	.	.	i	-13.1	.
COc1ccc(/C=N/NC(=O)C(C)n2cnc3ccccc3c2=O)cc1OC (configuration not stated)	-0.5	5.1	2.4	-10.9	-0.7	-3.0	i	6.5	-7.1
COc1cc2c(cc1NC(=O)CSc1cccc[n+]1[O-])oc1ccccc12	7.5	7.8	3.4	11.3	1.3	-7.9	i	4.5	-4.1

# Next part.
compound	E coli Lon inh	SKN-1 inh	MLLE-PAM2 inh	NRP1-CendR mod	Rin1-Abl PPI inh	MsrA act	Neddyl block	MT1-MMP act inh	FAS-TE inh
CC(=O)c1ccc(OCC(=O)c2ccc(-c3ccccc3)cc2)cc1	0.6	2.6	-4.5	-14.3	-0.2	-5.6	i	-3.5	3.0
CCCCNC(=O)COCc1cc(-c2ccc3c(c2)OCO3)on1	-7.0	5.2	-6.6	8.8	2.4	-1.7	i	0.5	-0.2
COc1cc2c(cc1OC)-c1cc(NC3CCCCCC3)nc(=O)n1CC2	-1.5	8.8	-1.2	-5.8	-0.7	-6.5	.	5.7	-1.5
Nc1nc(-c2ccccc2Br)cs1	3.2	-5.6	24.0	-1.4	4.2	-12.6	i	18.3	-12.3
CC(C)c1ccc(S(=O)(=O)Nc2ccc(O)c(Sc3ncn[nH]3)c2)cc1	-6.1	-5.4	13.6	7.1	-2.1	0.7	i	2.8	-44.3
CCOC(=O)CC(=O)CSc1nc2ccccc2c(=O)n1-c1ccc(C(=O)NCCOC)cc1	6.0	-0.3	30.2	-0.4	1.5	-15.4	i	-2.1	-3.6
COc1ccc(-c2[nH]ncc2CN(C)C(C)c2ccon2)cc1F (configuration not stated)	-9.8	13.9	1.4	8.0	-1.1	-3.4	i	-2.1	-1.7
O=C(NCCc1ccc(Cl)cc1Cl)c1cc([N+](=O)[O-])c[nH]c1=O	5.7	-5.5	-15.9	1.0	2.2	-1.2	i	-2.7	22.2
Cc1cc(OCCN2CCOCC2)ccc1[N+](=O)[O-]	-1.1	-1.2	0.1	-7.7	4.6	-11.9	i	-8.2	-6.7
CC(=O)Nc1ccccc1NC(=O)C/C(C)=N/NC(=O)c1ccncc1	3.7	1.6	8.8	-3.0	5.0	-10.3	i	0.4	-10.9
CCOC(=O)/C(N=Nc1ccc(F)cc1)=C(/O)c1ccc([N+](=O)[O-])cc1	-3.1	0.8	0.5	-6.3	1.0	-7.2	i	-2.0	-2.9
Cc1c(C(=O)Nc2ccccc2)oc2c1C(=O)CC(C)(C)C2	7.6	13.3	3.3	-5.2	1.6	-2.2	i	6.0	-0.6
c1ccc(-n2nnnc2SCc2cccc3nsnc23)cc1	10.7	-13.8	-31.7	1.5	0.7	-4.5	i	-3.1	15.1
O=C(NN1CCOCC1)c1cccc(F)c1	2.3	5.3	0.6	-6.5	-0.3	-1.1	i	-1.0	-3.7

# 3 structures already listed, arranged by heavy-atom count, rising.
compound	E coli Lon inh	SKN-1 inh	MLLE-PAM2 inh	NRP1-CendR mod	Rin1-Abl PPI inh	MsrA act	Neddyl block	MT1-MMP act inh	FAS-TE inh
Cc1cc(OCCN2CCOCC2)ccc1[N+](=O)[O-]	-1.1	-1.2	0.1	-7.7	4.6	-11.9	i	-8.2	-6.7
c1ccc(-n2nnnc2SCc2cccc3nsnc23)cc1	10.7	-13.8	-31.7	1.5	0.7	-4.5	i	-3.1	15.1
CCOC(=O)/C(N=Nc1ccc(F)cc1)=C(/O)c1ccc([N+](=O)[O-])cc1	-3.1	0.8	0.5	-6.3	1.0	-7.2	i	-2.0	-2.9
